mHTT-CaM PPI inh = mutant huntingtin-calmodulin interaction inhibitors – biochemical, AlphaScreen, primary screen; inhibition, % at 15 µM; 190,000 tested, 3.6% active; P42858; AlphaScreen His-mHTT/GST-CaM binding, luminescence; AID 1671202, 2021;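 note: 0% = both proteins with DMSO and 100% = one protein alone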
Pf apPOL inh = Pf-apPOL inhibitors, biochemical, fluorescence. 210,000 tested, 0.25% active. AID 1794808, 2022. Plasmodium falciparum apicoplast DNA polymerase (apPOL). inhibition, % at 10 µM. Recombinant Pf-apPOL, molecular beacon fluorescence, 1.5 h
An asterisk follows results filed as active; · = no result given; & = joins results of further samples. Cut-off read from the data, not from the text of the source: active = inhibition above about 50%; inactive = the rest.

(1) Cc1cccc(CNC(=O)C2CCN(c3cnn(Cc4ccccc4)c(=O)c3)CC2)c1
(2) CC(c1cccnc1)N(CCN(C)C)C(=O)Nc1ccc(Cl)cc1 (centres undefined)
(3) COCc1cc(C)n(CC(=O)Nc2cccc(C(F)(F)F)c2)c(=O)c1C#N
(4) COc1ccccc1C(=O)NCCN1CCN(c2ccccc2)CC1
(5) COc1ccccc1CNc1ccc2c(c1)ncn2-c1ccccc1
(6) CCCN1C(=O)Cc2ccccc2C1C(=O)NCCOC (centres undefined)
(7) CCOc1cccc(C(=O)Nc2ccc(NC(=O)c3cccc(C)c3)cc2)c1
(8) Cc1ccc(NC(=O)N2CCCC(C)(C(=O)NCc3ccccc3)C2)c(C)c1 (centres undefined)
compound no.	1	2	3	4	5	6	7	8
mHTT-CaM PPI inh	-2	-4	2	5	69*	-4	9	11
Pf apPOL inh	-6	2	-1	0	8	-4	-3	-6

(9) CCc1nc2cc(N3CCCC(C(=O)N4CCCC4)C3)cnc2nc1CC (centres undefined)
(10) CC(=O)Nc1cc(Cl)ccc1Nc1ccccc1
(11) CC(C)C[C@@H](COc1ccccc1)N1CCN(CC(C)C)CCC1=O
(12) N#Cc1cc2c(nc1SCCS(=O)(=O)Cc1ccccc1)CCCC2
(13) COc1ccc(C2N=C(c3ccc4c(c3)OCO4)CC(c3ccccc3O)N2)cc1 (centres undefined)
(14) O=C(Nc1cccc2c1CCCC2)N1CCOc2ccccc21
(15) N#Cc1ccc(-c2csc(COc3ccccc3Cl)n2)cc1
(16) C[C@@H]1COc2cc(Br)ccc2S(=O)(=O)N1Cc1cn(Cc2ccc(C(F)(F)F)cc2)nn1
compound no.	9	10	11	12	13	14	15	16
mHTT-CaM PPI inh	8	8	6	-2	18	-5	·	0
Pf apPOL inh	-4	5	-5	0	-5	-5	-3	-3

(17) Cc1cc(C(=O)Nc2ccc3nc(N4CCN(C)CC4)sc3c2)on1
(18) O=C(NC1CC1)c1ccc(N2CCC(NCc3ccc(F)cc3)C2)nc1 (centres undefined)
(19) Cn1c(N2CCC(C(=O)N3CCN(Cc4ccccc4)CC3)CC2)cc(=O)n(C)c1=O
(20) O=C(CCCc1ccccc1)N1CCCCCC1
(21) Cc1cc(C(=O)NN=Cc2ccc([N+](=O)[O-])s2)nn1-c1c(Cl)cc(Cl)cc1Cl
(22) Cc1cc(C(=O)Nc2ccc3c(c2)CN(C(=O)C(C)C)CC3)c(C)o1
(23) Cc1ccccc1CNC(=O)C1CCCN(c2nnc3cccc(C)n23)C1 (centres undefined)
(24) COc1ccc(CCNC(=O)c2cnc3ccc(C)cn3c2=O)cc1OC
compound no.	17	18	19	20	21	22	23	24
mHTT-CaM PPI inh	-19	5	38	-6	·	-6	7	-1
Pf apPOL inh	-7	1	1	-4	-4	-6	3	3

(25) COc1ccc(OC)c(NC(=O)C2OC3OC(C)(C)OC3C3OC(C)(C)OC23)c1 (centres undefined)
(26) CCc1ccc(Sc2cc(C(=O)NCCOC)c3ccccc3n2)cc1
(27) Cc1cccc(NC2CC(=O)N(c3cccc(Cl)c3)C2=O)c1 (centres undefined)
(28) CCC1(C)CC(CCN)(c2ccc(F)cc2)CCO1 (centres undefined)
(29) CCn1cc(C2=CCN(C(=O)Cc3ccc(F)cc3)CC2)c2cccnc21
(30) Cc1ccccc1OCc1nnc(SC(C)C(=O)O)n1Cc1ccccc1 (centres undefined)
(31) CCC(=O)N1CCN(CCN=CC2=C(O)CC(c3cccs3)CC2=O)CC1 (centres undefined)
(32) Cc1cccc(NC(=O)c2ccc(CN3CCOCC3)cc2)c1C
compound no.	25	26	27	28	29	30	31	32
mHTT-CaM PPI inh	13	12	-2	-1	14	8	2	1
Pf apPOL inh	0	-18	1	-9	-3	-12	1	-7

(33) COc1ccc(CCc2nc(C)ccc2O)cc1
(34) Cc1ccc(NC(=O)N2CCCC2c2cc(C(C)C)on2)cc1F (centres undefined)
(35) O=c1/c(=C/c2cccc([N+](=O)[O-])c2)sc2n1CN(c1ccc3c(c1)OCO3)CN=2
(36) O=C(CN1C(=O)C2(OCCCO2)c2ccccc21)Nc1ccccc1C(F)(F)F
(37) O=C(NCCN1CCOCC1)Nc1ccccc1F
(38) N#Cc1cccc2c1[nH]c1ccc(Cl)cc12
(39) O=C(Nc1ncc2c(n1)CC(c1ccco1)CC2=O)c1ccccc1 (centres undefined)
(40) COc1ccc(C=Cc2nc(-c3cc(C(F)(F)F)cc(C(F)(F)F)c3)no2)c(Cl)c1OC
compound no.	33	34	35	36	37	38	39	40
mHTT-CaM PPI inh	-7	-12	2	7	-6	1	4	·
Pf apPOL inh	-1	-3	-4	-9	2	-6	-11	-3&-2

6 entries from above, with bars between the fields.
entry | canonical_smiles | mHTT-CaM PPI inh | Pf apPOL inh
34 | Cc1ccc(NC(=O)N2CCCC2c2cc(C(C)C)on2)cc1F (centres undefined) | -12 | -3
35 | O=c1/c(=C/c2cccc([N+](=O)[O-])c2)sc2n1CN(c1ccc3c(c1)OCO3)CN=2 | 2 | -4
36 | O=C(CN1C(=O)C2(OCCCO2)c2ccccc21)Nc1ccccc1C(F)(F)F | 7 | -9
37 | O=C(NCCN1CCOCC1)Nc1ccccc1F | -6 | 2
38 | N#Cc1cccc2c1[nH]c1ccc(Cl)cc12 | 1 | -6
39 | O=C(Nc1ncc2c(n1)CC(c1ccco1)CC2=O)c1ccccc1 (centres undefined) | 4 | -11

Going on with the list:
(41) Cc1cccc(Sc2nccnc2N2CCC(C(=O)N3CCOCC3)CC2)c1
(42) CCOc1ccc2nc(NC(=O)COc3ccccc3)sc2c1
(43) COc1ccc2cc(C(=O)NC(C)=O)c(=Nc3ccc(C(F)(F)F)cc3)oc2c1
(44) COC(=O)C1CN(CC(C)C)CCS(=O)(=O)N1Cc1ccc(F)cc1 (centres undefined)
(45) CCC(C(=O)Nc1c2c(nn1-c1ccccc1C)CS(=O)(=O)C2)c1ccccc1 (centres undefined)
(46) O=C1OC(c2cc(F)c(F)cc2Cl)=N/C1=C\c1ccc(I)cc1
(47) COc1cc(SC)ccc1C(=O)N1CCN(c2ccc([N+](=O)[O-])cc2)CC1
(48) CCCCOCC(O)CN1CCN(c2ccc(C)cc2)CC1 (centres undefined)
compound no.	41	42	43	44	45	46	47	48
mHTT-CaM PPI inh	-1	-4	3	7	-1	9	5	10
Pf apPOL inh	2	0	66*	2	-5	5	1	0

(49) Cc1nc(-c2ccncc2)nc2c1CC(=O)N2C
(50) O=S1(=O)N[C@H](Cc2ccccc2)COc2cc(Br)ccc21
(51) CCC(=O)N1CCc2sc(S(=O)(=O)Nc3cccc(C)c3)cc2C1
(52) CC(NC(=O)Cc1ccc(F)cc1)c1ccccc1 (centres undefined)
(53) O=C(CCCN1C(=O)c2cccnc2C1=O)Nc1ccc(C(F)(F)F)cc1
(54) Cc1nn(-c2ccccc2)c(Cl)c1C(=O)Nc1ccccc1C#N
(55) Cc1nc(-c2nnc(NC(=O)c3cc(Cl)cc(Cl)c3)o2)cs1
(56) O=C(Nc1ccc(F)c(F)c1)C1CCN(c2cc(N3CCSCC3)ncn2)CC1
compound no.	49	50	51	52	53	54	55	56
mHTT-CaM PPI inh	-8	-9	15	-2	4	-1	31	0
Pf apPOL inh	8	-5	3	-2	-20	-2	9	1

(57) O=C(Nc1ccc(Cc2ccncc2)cc1)c1ccc(Cl)c([N+](=O)[O-])c1
(58) CCCC(=O)Nc1ccc(NC(=O)c2cccc(Br)c2)cc1
(59) COCCCNC(=O)c1cc(Sc2ccc(Cl)cc2)nc2ccccc12
(60) COc1cccc(-c2noc(C3CCCN3C(=O)c3ccoc3)n2)c1 (centres undefined)
(61) O=C1CC(Cc2ccccc2)C(=O)N1c1cccc(C(F)(F)F)c1 (centres undefined)
(62) Cc1ccc2nc(C(=O)Nc3cccc(F)c3)cc(N3CCOCC3)c2c1
(63) COc1ccc(OC)c(C2CC(c3ccccc3)n3nnnc3N2)c1 (centres undefined)
(64) CCC1CCCCN1C/C=C/c1ccccc1[N+](=O)[O-] (centres undefined)
compound no.	57	58	59	60	61	62	63	64
mHTT-CaM PPI inh	2	-3	-1	-7	-25	-3	5	-8
Pf apPOL inh	-5	4	0	-1	-2	5	-1	0

(65) CC1CCC2(CC1)NC(=O)N(CC(=O)NC1CCCC1)C2=O (centres undefined)
(66) COc1cccc(N(C(=O)c2ccn[nH]2)C2(C(=O)Nc3c(C)cccc3C)CCCCC2)c1
(67) O=C(NCc1cccc(F)c1)C1CCCN(c2nn3c(=O)c4c(nc3s2)CCCC4)C1 (centres undefined)
(68) CN(C)c1ccc(C2C(C(=O)c3cccs3)=C(O)C(=O)N2Cc2cccnc2)cc1 (centres undefined)
(69) COc1ccc(C2Sc3ccccc3N=C3c4ccccc4CCC32)cc1 (centres undefined)
(70) COc1cc(OC)c2nc(C)c3c(c2c1)N(c1cccc(C(F)(F)F)c1)CC3
(71) COc1cccc(CN2CCc3c(cc(C(=O)N(C)C)n3C)C2)c1
(72) CCOc1ccc(C2C3=C(CCCC3=O)NC3=C2C(=O)c2ccccc23)cc1 (centres undefined)
compound no.	65	66	67	68	69	70	71	72
mHTT-CaM PPI inh	1	10	48	25	·	·	10	74*
Pf apPOL inh	-2	-2	-5	1	-8	4	-3	-4&-9

(73) Cc1[nH]nc2c1C(C(C)C)C(C#N)=C(N)O2 (centres undefined)
(74) COc1cc(C(=O)/C=C/Nc2cc(C)ccc2O)cc(OC)c1OC
(75) CCCNC(=O)c1cnc(-c2ccc(F)cc2)nc1N1CCOCC1
(76) CCNS(=O)(=O)c1ccc(C)c(-n2cnnn2)c1C
(77) O=C(Nc1ccc(Cl)cc1)OC[C@@H]1CSCCS(=O)(=O)N1
(78) O=C(Nc1cnccn1)c1c(O)c2c(n(C3CC3)c1=O)CCCC2
(79) COc1ccccc1CNC(=O)c1cnn2c(C(F)(F)F)cc(-c3ccccc3)nc12
(80) Cc1c(Cl)c([N+](=O)[O-])nn1CC(=O)Nc1ccc(OC(F)(F)F)cc1
compound no.	73	74	75	76	77	78	79	80
mHTT-CaM PPI inh	-3	30	-1	1	-5	-4	40	7
Pf apPOL inh	·	-4	1	0	-6	·	-8	-3

(81) Clc1ccc(CNC2=NCCNC23CCOCC3)cc1
(82) O=C1NN(c2ccc(F)cc2)C(=O)/C1=C/c1cccc([N+](=O)[O-])c1
(83) COC(=O)c1cccc(C(=O)N2CCN(c3cc(Cl)ccc3C)CC2)n1
(84) CC(N=C1NC(C)(C)Cc2ccccc21)C(=O)O (centres undefined)
(85) CSc1ccccc1NC(=O)CC1Nc2ccccc2NC1=O (centres undefined)
(86) CCc1nccn1CC1CCN(C(=O)c2cccc(N(C)C)c2)CC1
(87) Cc1noc(NS(=O)(=O)c2ccc(N/C=C/C(=O)c3cccnc3)cc2)c1C
(88) O=c1[nH]ccn(-c2cc(F)cc(F)c2)c1=O
compound no.	81	82	83	84	85	86	87	88
mHTT-CaM PPI inh	-6	13	97*	-7	1	-5	4	3
Pf apPOL inh	-5	1	-2	-6	-35	-4	2	-1

(89) Cc1ccc(-c2cc(C(F)(F)F)n3ncc(C(=O)N4CCN(C)CC4)c3n2)cc1
(90) CC(=O)Nc1nonc1-c1nc2ccccc2n1Cc1ccc(Cl)cc1F
(91) CCN(CC)CCn1c(=O)c(Cc2cc(OC)c(OC)c(OC)c2)nc2ccccc21
(92) COc1ccc(CCNC(=O)C2CCN(S(=O)(=O)c3ccccc3)CC2)cc1
(93) Cc1cccc(CSc2nc3c(c(=O)[nH]2)CN(Cc2ccc(F)cc2)CC3)c1
(94) CCOc1ccc(N2C(=O)CCC2(C)C(=O)NCCCOC)cc1 (centres undefined)
(95) Cc1cc(C)cc(Nc2nnc(-c3cc4c(CO)cnc(C)c4oc3=O)s2)c1
compound no.	89	90	91	92	93	94	95
mHTT-CaM PPI inh	-1	-1	·	-7	20	-2	4
Pf apPOL inh	-2	2	2	-8	-8	1	-10

From compound 94 as far as 95, as listed above:
(94) CCOc1ccc(N2C(=O)CCC2(C)C(=O)NCCCOC)cc1 (centres undefined)
(95) Cc1cc(C)cc(Nc2nnc(-c3cc4c(CO)cnc(C)c4oc3=O)s2)c1
compound no.	94	95
mHTT-CaM PPI inh	-2	4
Pf apPOL inh	1	-10

Screens as filed in PubChem BioAssay.
